BAP1 block: inhibitors of BAP1 deubiquitinase, primary screen, biochemical, Ub-AMC fluorescence, kinetic; recombinant BAP1, Ub-AMC hydrolysis fluorescence kinetic; active compounds read low; Ubiquitin carboxyl-terminal hydrolase BAP1 (Homo sapiens), Q92560; 0.48% of 72,000 active; activity remaining (% of control), % at 20 µM;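 active = activity remaining at or below 50% of control, provided the compound also passes the data quality filters; inactive = the rest, including low values that fail the filters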;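 note: 100% = DMSO wells rate and 0% = substrate alone blank rate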
Target sequence (Q92560 whole entry, looked up): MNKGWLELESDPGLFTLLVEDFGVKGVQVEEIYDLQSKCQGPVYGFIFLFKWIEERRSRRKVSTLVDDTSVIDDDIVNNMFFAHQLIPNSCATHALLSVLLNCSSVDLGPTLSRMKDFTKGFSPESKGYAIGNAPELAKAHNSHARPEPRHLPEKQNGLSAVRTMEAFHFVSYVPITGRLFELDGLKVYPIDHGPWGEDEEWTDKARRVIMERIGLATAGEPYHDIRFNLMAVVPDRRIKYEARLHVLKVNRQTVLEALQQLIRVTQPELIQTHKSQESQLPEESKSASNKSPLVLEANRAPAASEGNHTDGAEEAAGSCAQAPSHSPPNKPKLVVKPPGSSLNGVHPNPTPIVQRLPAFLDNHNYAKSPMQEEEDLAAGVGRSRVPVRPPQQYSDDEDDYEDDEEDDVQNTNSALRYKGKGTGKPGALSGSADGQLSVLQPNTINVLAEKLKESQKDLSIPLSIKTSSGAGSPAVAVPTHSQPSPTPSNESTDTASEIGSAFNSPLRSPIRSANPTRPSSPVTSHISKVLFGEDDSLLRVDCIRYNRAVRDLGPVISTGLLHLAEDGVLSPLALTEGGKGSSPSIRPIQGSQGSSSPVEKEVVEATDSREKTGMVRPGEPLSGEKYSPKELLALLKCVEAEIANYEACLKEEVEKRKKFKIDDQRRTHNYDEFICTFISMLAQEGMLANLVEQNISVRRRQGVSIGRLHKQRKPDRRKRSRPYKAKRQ
HePTP inh: inhibitors of human HePTP phosphatase, primary screen, biochemical, absorbance, leukemia target. recombinant HePTP phosphatase activity, OD absorbance. inhibition, % at 20 µM. 0.64% of 110,000 active. AID 521, 2006; in the data active = inhibition above about 50%;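 note: plate controls were vehicle for no effect and reference inhibitor for full effect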
Target sequence (P35236 whole entry, looked up): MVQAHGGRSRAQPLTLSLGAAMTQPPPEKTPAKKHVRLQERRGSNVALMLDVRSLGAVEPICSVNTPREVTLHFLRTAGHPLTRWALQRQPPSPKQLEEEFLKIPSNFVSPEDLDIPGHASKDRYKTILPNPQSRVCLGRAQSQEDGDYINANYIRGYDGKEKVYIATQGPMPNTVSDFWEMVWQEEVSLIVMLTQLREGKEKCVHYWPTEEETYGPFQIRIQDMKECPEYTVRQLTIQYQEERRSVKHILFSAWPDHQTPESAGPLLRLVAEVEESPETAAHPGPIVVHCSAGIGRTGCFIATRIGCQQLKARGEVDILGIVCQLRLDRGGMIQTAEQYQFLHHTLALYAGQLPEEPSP
The depositor's hits bear a star; & = joins results of further samples.

Start of the data: the first 2 records (preview)
Results for Cc1ccc(-n2ncc3c(=O)n(CC(=O)NCc4ccco4)cnc32)cc1C ?
BAP1 block: 95; HePTP inh: 1

How did COc1ccccc1N(CC(=O)Nc1ccc(Br)cc1)S(=O)(=O)c1ccccc1 do in these assays?
HePTP inh: -4

Main list, previewed entries included:
Results for Cc1ccc(-n2ncc3c(=O)n(CC(=O)NCc4ccco4)cnc32)cc1C ?
BAP1 block: 95; HePTP inh: 1

How did COc1ccccc1N(CC(=O)Nc1ccc(Br)cc1)S(=O)(=O)c1ccccc1 do in these assays?
HePTP inh: -4

What do the screens show for `COc1cc2c(cc1NC(=O)CSc1nnnn1-c1ccccc1)oc1ccccc12`?
BAP1 block: 68; HePTP inh: -10

How did N#Cc1ccc(-c2ccc(OCC(O)Cn3nnc4ccccc43)cc2)cc1 (centres undefined) do in these assays?
BAP1 block: 66; HePTP inh: -5

Results for Clc1ccccc1-c1nnc2sc(-c3ccncc3)nn12 ?
BAP1 block: 98; HePTP inh: -4

Results for CCCC(C(=O)NC1CCCC1)N(C(=O)Cn1nnc(-c2ccc(C)o2)n1)c1ccccc1OC (centres undefined) ?
BAP1 block: 97; HePTP inh: -6

How did CC(C)c1ccc(/C=C(\NC(=O)c2ccccc2)C(=O)NCCN2CCOCC2)cc1 do in these assays?
HePTP inh: -12

Results for O=C1CC(c2ccccc2)CC2=C1C(c1ccc(Cl)c([N+](=O)[O-])c1)Nc1ccccc1N2 (centres undefined) ?
HePTP inh: 6

What do the screens show for `Cc1ccc(OCC(O)CN2C(C)(C)CC(O)CC2(C)C)c(C)c1` (centres undefined)?
HePTP inh: -10

What do the screens show for `COc1ccccc1NC(=O)N(Cc1cc2cc(OC)c(OC)cc2[nH]c1=O)CC1CCCO1` (centres undefined)?
BAP1 block: 85; HePTP inh: 11

How did COc1ccc(N(Cc2ccc(C(=O)NCc3ccccc3OC)cc2)S(=O)(=O)c2ccccc2)cc1 do in these assays?
HePTP inh: -3

Results for Cc1c(O)ccc2c3c(c(=O)oc12)CCC3 ?
HePTP inh: 8

How did O=C(CSc1nnc(CNc2ccc(F)cc2)n1Cc1ccccc1)N1CCOCC1 do in these assays?
BAP1 block: 93; HePTP inh: 10

How did CCOc1ccc(N2C(=O)c3ccc(C(=O)OCc4c(C)noc4C)cc3C2=O)cc1 do in these assays?
BAP1 block: 72; HePTP inh: 2

Results for Cc1ccc(N2CC(C(=O)Nc3nnc(C(C)C)s3)CC2=O)cc1 (centres undefined) ?
BAP1 block: 60; HePTP inh: 4

Results for COC(=O)c1cc(NC(=O)C2COc3ccccc3O2)ccc1Cl (centres undefined) ?
BAP1 block: 94; HePTP inh: 5

How did COc1cccc(/C=C/C(=O)c2ccc(C)cc2)c1OC do in these assays?
HePTP inh: 4

What do the screens show for `O=C(CN(CCc1ccccc1)C(=O)CNS(=O)(=O)c1ccccc1)NCc1ccco1`?
BAP1 block: 77; HePTP inh: 3

What do the screens show for `O=C(O)c1ccccc1Nc1cccc(OCc2ccc3ccccc3n2)c1`?
BAP1 block: 83

Results for CCOC(=O)C1=C(N)OC2=C(C(=O)CC(C)(C)C2)C1c1ccc(O)cc1 (centres undefined) ?
BAP1 block: 128

At a glance, part of the list above.
Results for Cc1ccc(-n2ncc3c(=O)n(CC(=O)NCc4ccco4)cnc32)cc1C ?
BAP1 block: 95; HePTP inh: 1

How did COc1ccccc1N(CC(=O)Nc1ccc(Br)cc1)S(=O)(=O)c1ccccc1 do in these assays?
HePTP inh: -4

What do the screens show for `COc1cc2c(cc1NC(=O)CSc1nnnn1-c1ccccc1)oc1ccccc12`?
BAP1 block: 68; HePTP inh: -10

Pulled by compound from the list above:
How did CC(C)c1ccc(/C=C(\NC(=O)c2ccccc2)C(=O)NCCN2CCOCC2)cc1 do in these assays?
HePTP inh: -12

Results for CCCC(C(=O)NC1CCCC1)N(C(=O)Cn1nnc(-c2ccc(C)o2)n1)c1ccccc1OC (centres undefined) ?
BAP1 block: 97; HePTP inh: -6

How did COc1ccccc1N(CC(=O)Nc1ccc(Br)cc1)S(=O)(=O)c1ccccc1 do in these assays?
HePTP inh: -4

What do the screens show for `COc1ccccc1NC(=O)N(Cc1cc2cc(OC)c(OC)cc2[nH]c1=O)CC1CCCO1` (centres undefined)?
BAP1 block: 85; HePTP inh: 11

(more compounds)
What do the screens show for `CCOC(=O)N1CCC(NC(=O)CC(NS(=O)(=O)c2ccc(Cl)cc2)c2ccco2)CC1` (centres undefined)?
BAP1 block: 104; HePTP inh: 14

What do the screens show for `Cc1ccccc1N1C(N)=NC(N)=NC1(C)C`?
BAP1 block: 105; HePTP inh: 8

How did COc1cc2c3c(c1)/C(=C1/SC(NC(C)=O)=NC1=O)C(=O)N3C(C)(C)C=C2C do in these assays?
BAP1 block: 62; HePTP inh: 6

What do the screens show for `COc1ccc(CNCc2ccc([N+](=O)[O-])cc2)cc1`?
HePTP inh: 1

How did Oc1ccc(/C=N\Nc2cc(N3CCOCC3)nc(N3CCOCC3)n2)c(O)c1 do in these assays?
HePTP inh: -13

What do the screens show for `c1ccc2c(N3CCCCC3)c3ccccc3nc2c1`?
HePTP inh: 4

How did COc1ccc(N(C(=O)C2CCCCC2)C2C=CS(=O)(=O)C2)c(OC)c1 (centres undefined) do in these assays?
BAP1 block: 106; HePTP inh: 10

How did O=C(O)c1ccc(N2CCC(c3ccccc3)=N2)cc1 do in these assays?
HePTP inh: -18

Results for CC(Sc1nc2ccccc2o1)C(=O)O (centres undefined) ?
BAP1 block: 108; HePTP inh: 6

How did COC(=O)C1=C(C)Nc2nnnn2C1c1ccco1 (centres undefined) do in these assays?
BAP1 block: 89; HePTP inh: 3

What do the screens show for `COc1ccc(C(=O)NC(=O)CSc2nnc(-c3ccco3)n2-c2ccccc2)cc1`?
BAP1 block: 101; HePTP inh: 4

How did N#CCn1nnc(-c2ccc3c(c2)OCO3)n1 do in these assays?
BAP1 block: 92; HePTP inh: 4

What do the screens show for `CCOCC(=O)Nc1ccccc1C(=O)OCC`?
BAP1 block: 54; HePTP inh: 14

How did O=C1NC(=O)N(c2ccc(Cl)cc2)C(=O)/C1=C\c1ccc(-c2ccc([N+](=O)[O-])cc2)o1 do in these assays?
HePTP inh: 6

Results for CCCSc1nc2c(c(=O)[nH]c(=O)n2C)n1C ?
BAP1 block: 113; HePTP inh: 6

How did O=C(Nc1cccc(C(F)(F)F)c1)c1ccc(-c2cccc(Cl)c2)o1 do in these assays?
HePTP inh: 0

Results for Cc1noc(C)c1S(=O)(=O)N1CCC(C(=O)NCCC2=CCCCC2)CC1 ?
BAP1 block: 110; HePTP inh: 5

Results for Cc1[nH]nc2c1C(Cc1ccccc1)C(C#N)=C(N)O2 (centres undefined) ?
BAP1 block: 95; HePTP inh: 12

Results for CCOc1ccc(CN2CCC(=O)NC2=O)cc1 ?
BAP1 block: 100; HePTP inh: 6

What do the screens show for `CCc1nnc(SCC(=O)N2CCCc3ccccc32)nc1CC`?
BAP1 block: 81; HePTP inh: 3

How did CCCCN(CC)S(=O)(=O)c1ccc(C(=O)Nc2nnc(-c3ccccc3Cl)o2)cc1 do in these assays?
BAP1 block: 86; HePTP inh: 9

How did c1coc(Cn2nnnc2CN2CCN(C3CCCCC3)CC2)c1 do in these assays?
BAP1 block: 92; HePTP inh: 8

How did CCOC(=O)c1[nH]c2cc(OC)c(OC)cc2c1NC(=O)c1nonc1C do in these assays?
HePTP inh: 9

What do the screens show for `CCOc1ccc2[nH]c(C)cc(=O)c2c1`?
BAP1 block: 79; HePTP inh: 0

Results for Cc1c(C(=O)NC(C)CN2CCCCC2)oc2ccccc12 (centres undefined) ?
BAP1 block: 98; HePTP inh: 6

How did COC(=O)c1c(C)[nH]c(C)c1-c1ccccc1 do in these assays?
BAP1 block: 90; HePTP inh: -5

How did Cc1ccc(OCC(=O)Nc2ccc(Cl)c(Cl)c2)c(Br)c1 do in these assays?
HePTP inh: -11

How did CCOC(=O)c1c(NC(=O)COc2ccccc2C)sc(C(C)=O)c1C do in these assays?
BAP1 block: 52

Results for CCOc1cc(NC(=O)C2CC2)c(OCC)cc1NC(=O)c1ccccn1 ?
BAP1 block: 96; HePTP inh: 2

What do the screens show for `Cc1ccc(NC(=O)c2oc3ccc(Cl)cc3c2C)c([N+](=O)[O-])c1`?
HePTP inh: 4

How did COCCn1nnnc1C(c1ccc(OC)cc1OC)N1CCN(c2ccccc2F)CC1 (centres undefined) do in these assays?
BAP1 block: 103; HePTP inh: 3

Results for Cn1c(=O)c2c(nc(SC3C(=O)CC(C)(C)CC3=O)n2C)n(C)c1=O ?
BAP1 block: 99; HePTP inh: 5

What do the screens show for `CCCCOCCCNC(=O)N[C@H](C(=O)OC)C(C)C`?
BAP1 block: 111; HePTP inh: 7

What do the screens show for `Cc1cc(NC(=O)c2ccncc2)no1`?
HePTP inh: 2

How did COc1ccc(OC)c(NC(=O)C2CCC(CNc3c(N4CCC(C)CC4)c(=O)c3=O)CC2)c1 (centres undefined) do in these assays?
BAP1 block: 96; HePTP inh: -6

How did CC(NC(=O)C12CC3CC(CC(C3)C1)C2)c1ccccc1 (centres undefined) do in these assays?
HePTP inh: -20

How did COCCOC(=O)C1=C(C)NC2=C(C(=O)CC(C)(C)C2)C1c1ccc(Cl)cc1 (centres undefined) do in these assays?
BAP1 block: 157

How did Nc1nc(OCC(F)(F)F)cc(OCC(F)(F)F)n1 do in these assays?
BAP1 block: 128

How did COc1ccc(-c2nnc(SCC(=O)c3[nH]c(C)c(C(C)=O)c3C)o2)cc1 do in these assays?
BAP1 block: 202; HePTP inh: 4

Results for Nc1nnc(CC(=O)N/N=C/c2cc3c(cc2Br)OCO3)s1 ?
HePTP inh: 6

Arranged by molar mass (high to low): part of the list above.
How did COc1ccc(OC)c(NC(=O)C2CCC(CNc3c(N4CCC(C)CC4)c(=O)c3=O)CC2)c1 (centres undefined) do in these assays?
BAP1 block: 96; HePTP inh: -6

How did COc1ccc(-c2nnc(SCC(=O)c3[nH]c(C)c(C(C)=O)c3C)o2)cc1 do in these assays?
BAP1 block: 202; HePTP inh: 4

What do the screens show for `Cc1ccc(NC(=O)c2oc3ccc(Cl)cc3c2C)c([N+](=O)[O-])c1`?
HePTP inh: 4

How did Nc1nc(OCC(F)(F)F)cc(OCC(F)(F)F)n1 do in these assays?
BAP1 block: 128

How did COC(=O)c1c(C)[nH]c(C)c1-c1ccccc1 do in these assays?
BAP1 block: 90; HePTP inh: -5

Next results follow.
Results for Cc1nc2sc3c(c2c2nncn12)CCCC3 ?
HePTP inh: -15

What do the screens show for `Cc1ccc(S(=O)(=O)NC(Cc2ccccc2)C(=O)NCCc2c[nH]c3ccccc23)cc1` (centres undefined)?
HePTP inh: 0

How did Cc1ccn2c(NC(=O)c3ccco3)c(-c3ccccc3)nc2c1 do in these assays?
HePTP inh: 7

How did Cc1ccc(-n2nc3c(c2NC(=O)CCC2CCCCC2)CS(=O)C3)cc1 (centres undefined) do in these assays?
BAP1 block: 91; HePTP inh: 4

What do the screens show for `CCOc1cc(OCC)cc(C(=O)Nc2cccc(OC)c2)c1`?
HePTP inh: 12

How did Cc1cc(C)cc(N(CC(=O)N2CCn3c2nc2ccccc23)S(=O)(=O)c2c(C)noc2C)c1 do in these assays?
BAP1 block: 68; HePTP inh: -12

How did Cc1nn(-c2ccccc2)c(N2CCCCC2)c1C=O do in these assays?
HePTP inh: -9

Results for COc1cccc(NC(=O)CC(C)=O)c1 ?
HePTP inh: 3

How did COC(=O)COc1cccc2c1ccc1c3c(c(=O)oc12)CCCC3 do in these assays?
BAP1 block: 134

How did CC(C)n1c(=S)[nH]c2c1c(=O)[nH]c(=O)n2C do in these assays?
BAP1 block: 93&58; HePTP inh: -5

How did O=C1c2ccccc2C(=O)N1CC(=O)N1CCCc2ccccc21 do in these assays?
HePTP inh: 3

What do the screens show for `Cc1ccc(C(C)C)c(OCC(=O)Nc2ccc(C)cc2[N+](=O)[O-])c1`?
HePTP inh: 8

Results for CCOC(=O)c1c(NC(=O)c2cc([N+](=O)[O-])ccc2Cl)sc2c1CCC2 ?
HePTP inh: -26

How did CCN(CC)c1ccc(N=Cc2ccc3ccccc3c2)cc1 do in these assays?
HePTP inh: 2

How did COc1ccc(C(=O)N2CCN(C(=O)c3cccc(Cl)c3)CC2)cc1 do in these assays?
HePTP inh: 4

What do the screens show for `Cn1c2c(c(=O)n(C)c1=O)CN(CC1CCCO1)CN2` (centres undefined)?
BAP1 block: 105; HePTP inh: 5

What do the screens show for `COCCNC(=O)CN(c1cc(C(F)(F)F)ccc1Cl)S(C)(=O)=O`?
BAP1 block: 107; HePTP inh: 6

How did Cc1ccc(NC(=O)C2CC=CCC2C(=O)O)c(C)c1 (centres undefined) do in these assays?
HePTP inh: -17

How did COc1ccc(N2Cc3cccc(C(=O)N4CCOCC4)c3C2=O)cc1 do in these assays?
BAP1 block: 102; HePTP inh: -4

Results for Cc1c(Br)c(C(F)(F)F)nn1CC(=O)NCCN1CCOCC1 ?
BAP1 block: 94; HePTP inh: 7

What do the screens show for `O=C(c1ccccc1)N1CCN(C(=O)C23CC4CC(CC(C4)C2)C3)CC1`?
BAP1 block: 119; HePTP inh: 6

How did Cc1cc(=O)oc2cc(OCc3ccc(F)cc3)c(Cl)cc12 do in these assays?
HePTP inh: 16

Results for COc1cc(NC(=O)c2ccc(F)cc2)cc([N+](=O)[O-])c1 ?
HePTP inh: -7

What do the screens show for `CCc1c(C)sc(NC(=O)c2ccccc2F)c1C#N`?
HePTP inh: -4

How did Cc1onc(-c2c(F)cccc2Cl)c1C(=O)NCCc1ccc(S(N)(=O)=O)cc1 do in these assays?
BAP1 block: 98; HePTP inh: 0

How did Cc1cc(Cl)c(S(N)(=O)=O)cc1OCC(N)=O do in these assays?
BAP1 block: 128; HePTP inh: -1

What do the screens show for `O=C(NC1CCCC1)C(NS(=O)(=O)c1cccc2nsnc12)c1ccccc1` (centres undefined)?
BAP1 block: 61; HePTP inh: 7
